# Source: PubChem BioAssay
# APEX1 inh: inhibitors of human APE1 endonuclease; 350,000 tested, 0.35% active; Potency, µM (titrated, usually from 65.8 µM), inactives show top-dose activity change, negative = inhibition, actives largely listed as inhibitors; P27695; recombinant APE1, TAMRA/BHQ-2 abasic DNA cleavage fluorescence; AID 2517;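 note: potency is the fitted concentration of half-maximal effect; plate controls were vehicle for no effect and reference inhibitor for full effect; nearly all actives have a fitted effect of over 55% in size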
#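 Enzyme (0.75 nM final) and test compound are incubated 15 min at room temperature before adding 50 nM quenched THF abasic-site duplex. Cleavage dequenches TAMRA, followed at 525/598 nm over three reads one minute apart.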
# POLK inh: inhibitors of human DNA polymerase kappa | Q9UBT6 | purified Pol kappa, fluorescent DNA synthesis assay, 10 min | Potency, µM (doses to about 107 µM), for inactives: at the top dose activity, negative = inhibition, hits mostly inhibitors | 400,000 tested, 0.53% active | AID 588579; note: potency is the fitted concentration of half-maximal effect; % is set by controls: 0 for no effect and ±100 for the full control effect
#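 50 nM final substrate added after 15 min RT preincubation of 10 nM Pol kappa with compound; fluorescence read at 0 and 10 min.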
# ERG-DNA inh: inhibitors of human ERG Ets domain-DNA interaction; P11308; fluorescence polarization, His-ERG Ets domain / labelled DNA; Potency, µM (highest dose often 76.9 µM), for the others: at the highest dose FP activity, negative = inhibition, hits mostly inhibitors; 370,000 tested, 0.028% active; AID 624246; active = well fitted inhibition curve with a large enough effect in the polarisation, with a control signal flat; inconclusive = small, poorly fitted or top-dose-only effect, or effect the other way, or a change in a side signal; inactive = no such curve, though single readings can be large or run the other way; the % refers to the polarisation;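 note: polarization taken with two DNA probes labelled with fluorescein and Texas red; potency is the fitted concentration of half-maximal effect; % of control where 0% means no effect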
# Target sequence (P11308 whole entry, looked up, the tested form may be a part): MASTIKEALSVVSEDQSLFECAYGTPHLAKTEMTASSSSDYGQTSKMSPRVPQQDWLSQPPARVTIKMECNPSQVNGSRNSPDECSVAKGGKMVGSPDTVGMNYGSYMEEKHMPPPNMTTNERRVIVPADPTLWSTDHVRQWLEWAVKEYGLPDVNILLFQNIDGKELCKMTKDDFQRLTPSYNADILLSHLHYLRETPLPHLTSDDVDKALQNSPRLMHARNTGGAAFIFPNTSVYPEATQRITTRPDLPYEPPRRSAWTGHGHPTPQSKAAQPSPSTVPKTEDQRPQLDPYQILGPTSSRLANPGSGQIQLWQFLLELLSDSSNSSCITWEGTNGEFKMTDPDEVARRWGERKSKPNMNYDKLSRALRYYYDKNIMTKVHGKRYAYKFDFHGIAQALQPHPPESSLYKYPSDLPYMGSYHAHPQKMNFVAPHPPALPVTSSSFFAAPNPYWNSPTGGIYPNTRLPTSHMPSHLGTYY
#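 His-tagged ERG Ets domain (1 uM in the protein solution; 300mM KCl, 50mM Tris-HCl, 1mM EDTA, 1mM DTT, pH 7.5) received compound, then a probe mix of 5 nM fluorescein-DNA and 100nM Texas-615-DNA. Fluorescence polarization was read for both dyes.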
# Anesthetic bind: binds horse apoferritin like a general anesthetic | apoferritin/1-aminoanthracene competitive binding, fluorescence | Potency, µM (series often up to 77.5 µM), inactives show top-dose activity change, negative = displacement, usual class: inhibitors | P02791 | AID 485281 | 350,000 tested, 0.074% active; note: potency is the fitted concentration of half-maximal effect; % is set by controls: 0 for no effect and ±100 for the full control effect; nearly all actives have a fitted effect of over 20% in size
# Target sequence (P02791 2-175 limits assumed): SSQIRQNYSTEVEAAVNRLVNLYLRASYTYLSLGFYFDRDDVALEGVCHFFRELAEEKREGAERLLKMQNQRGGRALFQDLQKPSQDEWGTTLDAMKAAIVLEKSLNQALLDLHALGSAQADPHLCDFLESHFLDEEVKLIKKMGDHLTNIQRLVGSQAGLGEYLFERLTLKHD
#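 In PBS, apoferritin at 10 uM is loaded with 1-AMA from a 50% saturated solution. After 10 min of compound exposure at ambient temperature, reduced 535 nm fluorescence indicates probe displacement.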
# ALOX12 inh: blocks human arachidonate 12S-lipoxygenase; P18054; purified 12hLO, xylenol orange hydroperoxide absorbance; Potency, µM (highest dose often 108 µM), for the others: top-dose activity change, negative = inhibition, usual class: inhibitors; 580,000 tested, 1.1% active; AID 1671190; note: potency is the fitted concentration of half-maximal effect; % is set by controls: 0 for no effect and ±100 for the full control effect
#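 Purified human 12hLO at 150 nM in 25 mM Hepes, 0.01% Triton X-100, pH 7.0, preincubated 15 min at room temperature with compound. Reaction started with 40 uM arachidonic acid, 30 min at room temperature. Hydroperoxide measured by Fe-xylenol orange, 573/405 nm absorbance ratio.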
# POLB inh: DNA polymerase beta (human) inhibition; AID 485314; 340,000 tested, 1.3% active; P06746; Pol beta primer extension/strand displacement, fluorescence kinetic; Potency, µM (series often up to 114 µM), for the others: top-dose activity change, negative = inhibition, hits mostly inhibitors; note: potency is the fitted concentration of half-maximal effect; % is set by controls: 0 for no effect and ±100 for the full control effect
#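 Pol beta (10 nM) was preincubated with compound for 15 min at room temperature. The reaction was then started with 50 nM substrate and read immediately and after a further 10 min at room temperature.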
# Pol iota inh: blocks human DNA polymerase iota activity; Q9UNA4; Pol iota fluorescent replication assay, 10 min; Potency, µM (highest dose often 115 µM), inactives show at the highest dose activity, negative = inhibition, most hits filed as inhibitors; 390,000 tested, 1% active; AID 588590; note: potency is the fitted concentration of half-maximal effect
#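 Fluorescent replication assay read twice, at 0 min and 10 min after adding 50 nM (final) substrate. Enzyme (10 nM) and compounds were first incubated 15 min at room temperature; enzyme-free buffer wells were negative controls.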
# TRHR agonist: activates the human TRH receptor; P34981; TRHR cells, calcium flux fluo-8, FDSS agonist mode; activation, % at 2 µM; 360,000 tested, 0.18% active; AID 493084; in the data active = activation above about 30%; note: 0% is about no effect
# Target sequence (P34981 whole entry, looked up): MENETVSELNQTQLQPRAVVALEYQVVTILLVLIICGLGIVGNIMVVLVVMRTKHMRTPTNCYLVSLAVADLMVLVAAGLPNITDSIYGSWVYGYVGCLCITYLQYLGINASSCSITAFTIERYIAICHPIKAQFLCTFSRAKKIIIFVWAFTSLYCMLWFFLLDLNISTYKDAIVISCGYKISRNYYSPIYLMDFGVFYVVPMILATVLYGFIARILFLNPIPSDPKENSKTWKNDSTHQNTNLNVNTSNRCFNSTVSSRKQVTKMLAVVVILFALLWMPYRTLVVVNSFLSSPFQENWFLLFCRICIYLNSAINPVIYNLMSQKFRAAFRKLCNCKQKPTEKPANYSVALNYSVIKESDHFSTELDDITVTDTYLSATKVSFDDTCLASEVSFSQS
#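 TRHR-expressing cells, plated overnight in medium with 10% serum, were loaded with fluo-8 calcium dye at room temperature. After a 10 s baseline, library compound was pin-added and calcium release was recorded kinetically (ex 480/em 530) as agonist response.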
# BLM inh: blocks DNA unwinding by human BLM helicase; P54132; recombinant BLM DNA unwinding, fluorescence dequenching; Potency, µM (doses to about 56.1 µM), for the others: top-dose activity change, negative = inhibition, most hits filed as inhibitors; 350,000 tested, 0.2% active;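 note: potency is the fitted concentration of half-maximal effect; plate controls were vehicle for no effect and no enzyme for full effect; nearly all actives have a fitted effect of over 35% in size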
# The depositor's hits bear a star; ? = inconclusive; · = no result given; & = joins results of further samples; [ ] = dose if it differs, or a comment. Unless noted, calls come from the whole dose curve; as a rule, active = well fitted curve in the direction sought with a large enough effect; inconclusive = small, poorly fitted or top-dose-only effect, or another doubt; inactive = no such curve, though single readings can be large; an effect the other way counts as inactive or inconclusive. Some of the compounds tested; rates above refer to the full screens.
# Order of values – APEX1 inh	POLK inh	ERG-DNA inh	Anesthetic bind	ALOX12 inh	POLB inh	Pol iota inh	TRHR agonist	BLM inh
- CC(C)c1ccc(NC(=O)CN2C(=O)CCc3cc(S(=O)(=O)N4CCOCC4)ccc32)cc1
 : ·	-9%[60.1 µM]	2%	-17%	-17%	-2%	6%	-0.7	-5%
- COc1cc(C(=O)NC(C)Cc2ccccn2)ccc1OC1CCN(C(C)=O)CC1 (configuration not stated)
 : 56%[activator]	13%	-4%	-7%	4%	20%	14%	-0.8	-3%
- C/C=C/c1ccc(OCC(O)CNCCc2ccc(OC)cc2)c(OC)c1 (configuration not stated)
 : 10%	-15%	3%	-9%	?	-28%	-9%	0.1	3%
- CCOc1ccc(C(=O)N2CCN(c3ccccc3)CC2)cc1OCC
 : -1%	-2%	1%	-10%	26%	-11%	-4%	-0.2	-1%
- CNC(=O)c1nc(C)n(-c2cc(Cl)ccc2Cl)n1
 : -2%	-6%	-6%	-9%	0%	-4%	2%	0.7	4%
- Cc1ccc(C(=O)N2CCN(c3cc(=O)[nH]nc3-c3ccccc3)CC2)cc1
 : -1%	0%	-10%	-18%	40%[activator]	26%	-6%	·	-5%
- O=C1CSC(c2ccccc2F)N1 (configuration not stated)
 : 8%	-1%	-6%	8%	0%	-27%	28%	-1.0	3%
- Cc1cc(C)n2nc(SCc3ccccc3C(=O)O)nc2n1
 : -5%	-8%[60.1 µM]	-18%	12%	·	-2%	-23%	0.5	-2%
- CCC(C(=O)Nc1cccc(OC)c1)n1nc(C)c2c(C)n(-c3ccccc3)nc2c1=O (configuration not stated)
 : 18%	-3%	2%	-16%	-5%	2%	36%[activator]	-0.5	-2%
- NCCNc1ccc([N+](=O)[O-])c(Sc2nc3ccccc3[nH]2)c1
 : 13%	-18%	4%	-18%	-22%	1%	2%	-1.0	-4%
- O=C(NCC(=O)N(c1cccnc1)C(C(=O)NC1CCCC1)c1ccccc1)c1ccco1 (configuration not stated)
 : 2%	-8%	0%	-5%	?	2%	74%[activator]	0.4	-2%
- COc1ccc(CC(=O)NNC(=O)CCc2ccccc2)cc1
 : 8%	2%	5%	-3%	4%	-30%	18%	0.0	0%
- COc1cc(NS(=O)(=O)c2c(C)[nH]c(C)c2C(=O)N2CCCCC2)cc(OC)c1OC
 : -5%	-4%	-12%	-1%	-5%	5%	33%[activator]	1.6	-1%
- Cc1cc(C)c(S(=O)(=O)NCc2cn3ccccc3n2)c(C)c1
 : 3%	-6%	-2%	-2%	3%	0%	-11%	0.7	0%
- COc1ccc(/C(O)=C2\C(=O)C(=O)N(CCN(C)C)C2c2cccc(OC)c2OC)cc1Cl (configuration not stated)
 : 24%	-3%	-1%	-14%	0%	-12%	9%	0.2	1%
- Cc1nc2ccccn2c1C(=O)NC1CCCc2ccccc21 (configuration not stated)
 : 7%	-7%	-4%	-7%	-12%	28%	0%	-1.6	1%
- O=C(CCCC(=O)OCC(=O)NC1CCCC1)Nc1ccccn1
 : -2%	-5%	7%	-12%	0%	2%	13%	1.5	3%
- Cc1ccc2c(c1)N(CCC(=O)NCCCN1CCCC1)C(=O)C(C)O2 (configuration not stated)
 : 12%	-7%	2%	-5%	39%[activator]	16%	5%	-1.9	-1%
- O=C(NCCCCCCNC(=O)NCc1ccco1)NCc1ccco1
 : -5%	·	·	-5%	·	24%	·	0.1	-3%
- CNc1ncnc2ccc(-c3ccccc3C#N)cc12
 : -4%	3%[60.1 µM]	·	·	?	·	·	·	2%
- CCOC(=O)c1cnc2sc3c(n2c1=O)CCCC3
 : 3%	-7%	6%	-11%	-28%	?	17%	0.4	1%
- C=CCn1c(-c2csc3ccccc23)n[nH]c1=S
 : 0%	-1%	2%	?	?	29%	17%	-0.8	-4%
- CCCn1c(=O)c(C(=O)NNS(=O)(=O)c2ccc(C)cc2)c(O)c2ccccc21
 : -3%	-8%	?	-5%	-3%	-15%	86%[activator]	1.6	-14%
- CC1(C)Cc2ccccc2C(N/N=C/c2cccc(F)c2)=N1
 : -6%	9%	4%	-13%	?	20%	-11%	-0.2	1%
- CCCN(CC(=O)Nc1ccccc1C)C(=O)c1sc2ccccc2c1Cl
 : -1%	-24%	·	·	26%	·	17%	0.6	·
- O=C(NCc1ccc(F)cc1)c1c2c(nc3ccccc13)CCN(Cc1ccccc1)C2
 : 4%	1%	1%	-2%	-10%	-19%	19%	1.3	-3%
- CN(C)S(=O)(=O)c1ccc(C(=O)NCC(C)(C)N2CCOCC2)cc1
 : 3%	10%	-1%	17%	-3%	-9%	15%	1.0	-2%
- O=C(CCc1ccccc1)Nc1nncs1
 : ?	6%	-5%	-22%	-4%	35%[activator]	-1%	0.1	-4%
- Cc1ccc(C)c(Nc2nnc(-c3ccc(C)c(S(=O)(=O)N4CCCCC4)c3)c3ccccc23)c1
 : ·	79µM*	1%	68%[activator]	1%	-19%	89µM*	0.5	-4%
- Cc1cccc(Cl)c1OCCCN1CCOCC1
 : -6%	-11%	3%	-10%	?	34%[activator]	123%[activator]	0.1	0%

# A portion of the results above:
# Order of values – APEX1 inh	POLK inh	ERG-DNA inh	Anesthetic bind	ALOX12 inh	POLB inh	Pol iota inh	TRHR agonist	BLM inh
- O=C(NCCCCCCNC(=O)NCc1ccco1)NCc1ccco1
 : -5%	·	·	-5%	·	24%	·	0.1	-3%
- CNc1ncnc2ccc(-c3ccccc3C#N)cc12
 : -4%	3%[60.1 µM]	·	·	?	·	·	·	2%
- CCOC(=O)c1cnc2sc3c(n2c1=O)CCCC3
 : 3%	-7%	6%	-11%	-28%	?	17%	0.4	1%
- C=CCn1c(-c2csc3ccccc23)n[nH]c1=S
 : 0%	-1%	2%	?	?	29%	17%	-0.8	-4%
- CCCn1c(=O)c(C(=O)NNS(=O)(=O)c2ccc(C)cc2)c(O)c2ccccc21
 : -3%	-8%	?	-5%	-3%	-15%	86%[activator]	1.6	-14%
- CC1(C)Cc2ccccc2C(N/N=C/c2cccc(F)c2)=N1
 : -6%	9%	4%	-13%	?	20%	-11%	-0.2	1%
- CCCN(CC(=O)Nc1ccccc1C)C(=O)c1sc2ccccc2c1Cl
 : -1%	-24%	·	·	26%	·	17%	0.6	·
- O=C(NCc1ccc(F)cc1)c1c2c(nc3ccccc13)CCN(Cc1ccccc1)C2
 : 4%	1%	1%	-2%	-10%	-19%	19%	1.3	-3%
- CN(C)S(=O)(=O)c1ccc(C(=O)NCC(C)(C)N2CCOCC2)cc1
 : 3%	10%	-1%	17%	-3%	-9%	15%	1.0	-2%
- O=C(CCc1ccccc1)Nc1nncs1
 : ?	6%	-5%	-22%	-4%	35%[activator]	-1%	0.1	-4%

# Reformatted: results already given.
Structure | APEX1 inh | POLK inh | ERG-DNA inh | Anesthetic bind | ALOX12 inh | POLB inh | Pol iota inh | TRHR agonist | BLM inh
COc1cc(C(=O)NC(C)Cc2ccccn2)ccc1OC1CCN(C(C)=O)CC1 (configuration not stated) | 56%[activator] | 13% | -4% | -7% | 4% | 20% | 14% | -0.8 | -3%
Cc1cc(C)n2nc(SCc3ccccc3C(=O)O)nc2n1 | -5% | -8%[60.1 µM] | -18% | 12% | · | -2% | -23% | 0.5 | -2%

# (more compounds)
# Order of values – APEX1 inh	POLK inh	ERG-DNA inh	Anesthetic bind	ALOX12 inh	POLB inh	Pol iota inh	TRHR agonist	BLM inh
- CCc1ccc(NC(=O)C2CCCN(S(=O)(=O)c3cccnc3)C2)cc1 (configuration not stated)
 : 37%	4%	-2%	-16%	-14%	0%	0%	0.4	-3%
- CCc1ccc(NC(=O)CSc2nc(C)cc(COC)c2C#N)cc1
 : ·	3%	-1%	-10%	-1%	12%	1%	-1.8	-3%
- CCC1COCCS(=O)(=O)N1Cc1ccc(Cl)cc1 (configuration not stated)
 : 30%	-7%&6%	-5%	?	15%	8%	-2%&7%	0.1	-1%
- O=C(COC(=O)CNC(=O)c1cccc([N+](=O)[O-])c1)Nc1nc2ccccc2s1
 : -6%	-4%	-3%	?	-21%	26%	453%	0.2	-4%
- S=C(CN1CCCC1=S)N1CCOCC1
 : ·	-8%	0%	·	?	·	69%[activator]	·	·
- COc1ccc(C(=O)CSc2nnc(C(CO)NC(=O)c3ccc(OC)cc3)n2C)cc1 (configuration not stated)
 : -2%	0%	-2%	-16%	?	24%	-5%	-0.3	2%
- COc1ccc(Cl)cc1NC(=S)N1CC(C)OC(C)C1 (configuration not stated)
 : -11%	2%	-3%	-10%	-27%	5%	10%	0.3	-8%
- Cc1ccc(NC2CCCN(C(=O)c3ccc4nccnc4c3)C2)cc1C (configuration not stated)
 : 8%	0%	-3%	-10%	8%	9%	42%[activator]	-0.6	1%
- CCCn1c(NCc2ccco2)nc2ccccc21
 : 13%	-17%	-3%	2%	23%	-5%	2%[58.9 µM]	0.0	-9%
- COC(=O)CSc1nnc(COc2ccc3ccccc3c2)o1
 : -2%	-6%	6%	?	3%	44%	27%	0.5	-5%
- C=CCOc1cccc(C(=O)N(C)C2CCCN(Cc3ccccc3F)C2)c1 (configuration not stated)
 : ·	-9%	3%	·	50%[activator]	·	16%	·	·
- O=C1c2ccccc2-c2nc3ccccc3nc21
 : -2%	0%	7%	-8%	0%	-21%	23%	-0.6	-3%
- O=C(NC(=S)N1CCN(c2ccc(Cl)cc2[N+](=O)[O-])CC1)c1ccco1
 : 5%	-4%	-3%	2%	-12%	21%	204%[activator]	-0.6	6%
- Cc1c(C(=O)C(=O)NCCCn2ccnc2)c2ccccc2n1C
 : -3%	-3%	-11%	-7%	-1%	0%	99%[activator]	-0.2	1%
- COc1ccc(OC)c(N(C(=O)c2ccco2)C(C(=O)NC2CCCC2)c2ccc(N3CCOCC3)cc2)c1 (configuration not stated)
 : 21%[12.4 µM]	-9%	-10%	1%	4%	50%	94%[activator]	0.6	0%
- Cc1onc(-c2ccc(Br)cc2)c1C(=O)Nc1ccc(Br)cc1F
 : ·	-16%[60.1 µM]	6%	38%[activator]	-1%	-5%	3%	0.5	-5%
